# HTT ATP protect – protects HTT-Q103 PC12 cells, measured by ATP | PC12 HTT-Q103 induced, cytoprotection, ATP luminescence, 40 h | Potency, µM (highest dose often 56.4 µM), for inactives: cytoprotection (ATP increase), most hits filed as activators | hit rate 0.14% among 230,000;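 also: potency is read from the fitted curve at half-maximal effect; % of control where 0% means no effect; nearly all actives have a fitted effect of over 45% in size; toxic huntingtin expression switched on by the ecdysone agonist tebufenozide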
#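 Compounds were screened for protection of PC12 cells against cell death after tebufenozide induction (100 nM final) of mutant Huntingtin exon 1 (Q103) fused to GFP.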
# LMNA splice mod – modulators of lamin A splicing. HeLa LMNA splicing GFP/RFP minigene ratio, 48 h. Potency, µM (titrated, usually from 46.1 µM), inactives show top-dose ratio change, negative = inhibition, usual class: inhibitors. hit rate 0.01% among 200,000. AID 1487; active = well fitted inhibition curve with a large enough effect in the signal ratio, with a control signal flat, not every such curve was filed as active; inconclusive = small, poorly fitted or top-dose-only effect, or effect the other way, or a change in a side signal; the % refers to the signal ratio; also: potency is read from the fitted curve at half-maximal effect; % is scaled to controls: 0 for no effect and ±100 for the full control effect
#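 Read-out is the ratio of GFP to DsRed2 object intensity, acquired by 488 nm laser-scanning cytometry on HeLa lamin A-EGFP minigene reporter cells. Compound incubation 48 hrs at 37 °C in Opti-MEM with 2% FBS; DMSO 0.5% final.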
# SMN2 splice enh – SMN2 splice variant enhancement; hit rate 2.8% among 210,000; Potency, µM (top dose mostly 46.1 µM), inactives show top-dose activity change, positive = activation, most hits filed as activators; HEK293 SMN2-luciferase splicing reporter, luminescence, 30-36 h; also: potency is read from the fitted curve at half-maximal effect; % of control where 0% means no effect; nearly all actives have a fitted effect of over 55% in size
#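 qHTS luciferase splicing reporter: luminescence rises when SMN2 exon 7 is included in transfected HEK293 cells. Compound exposure lasted 30-36 h at 37C, with 4.5 mM final sodium butyrate as control, followed by a ONE-Glo read.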
# KinaseGlo FLuc – counter-screen: inhibitors of Kinase-Glo firefly luciferase; Kinase-Glo luciferase, ATP luminescence, 8 min; Potency, µM (series often up to 38.3 µM), for inactives: at the highest dose activity change, negative = inhibition, hits mostly inhibitors; hit rate 0.28% among 200,000; also: potency is read from the fitted curve at half-maximal effect; % is scaled to controls: 0 for no effect and ±100 for the full control effect; nearly all actives have a fitted effect of over 60% in size
#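 Light output from Kinase-Glo luciferase with luciferin and 10 uM ATP in 50 mM imidazole pH 7.2, KCl, MgCl2, Tween 20, BSA; compound pin-delivered, 8-min ambient incubation, then luminescence read.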
# HTT aggregate – mutant huntingtin aggregation inhibition; PC12 HttQ103-GFP aggregates, Acumen cytometry, 40 h; Potency, µM (top dose mostly 46.1 µM), for the others: at the top dose activity change, negative = inhibition, actives largely listed as inhibitors; hit rate 1.1% among 220,000; also: potency is read from the fitted curve at half-maximal effect; % is scaled to controls: 0 for no effect and ±100 for the full control effect; nearly all actives have a fitted effect of over 60% in size
#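 Ecdysone-promoter PC12 model expressing HTT exon 1 Q103 fused to GFP, induced by tebufenozide at 100 nM final. Compounds titrated; aggregates sized 1–25 µm scored on a 488 nm laser cytometer.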
# IMPase Li cell – cell-permeable IMPase inhibitors with lithium potentiation | hit rate 0.35% among 210,000 | CHO-M1 cells, IP1 TR-FRET (IP-One), carbachol + lithium | Potency, µM (titrated, usually from 59.4 µM), for the others: at the highest dose activity, negative = IMPase inhibition, hits mostly inhibitors;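 also: IP1 builds up when IMPase is blocked and the TR-FRET signal falls; potency is read from the fitted curve at half-maximal effect; plate controls were basal vehicle for no effect and high inhibitor control for full effect; nearly all actives have a fitted effect of over 50% in size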
#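 IP1 accumulation measured by competitive TR-FRET in lysed CHO-M1 cells after 30 min compound exposure at 37C, with a small lithium addition to potentiate weak responses. Hill-equation AC50 from ratio and donor-channel data.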
# CBFb RUNX1 block – inhibitors of human CBF-beta and RUNX1 interaction | Q01196+Q13951 | Potency, µM (highest dose often 59.8 µM), without a hit: at the highest dose activity, negative = inhibition, most hits filed as inhibitors | 230,000 tested, under 10 active | AlphaScreen CBFb-His/RUNX1-biotin binding, biochemical; also: % of control where 0% means no effect
# Target sequence (Q01196 whole entry, looked up): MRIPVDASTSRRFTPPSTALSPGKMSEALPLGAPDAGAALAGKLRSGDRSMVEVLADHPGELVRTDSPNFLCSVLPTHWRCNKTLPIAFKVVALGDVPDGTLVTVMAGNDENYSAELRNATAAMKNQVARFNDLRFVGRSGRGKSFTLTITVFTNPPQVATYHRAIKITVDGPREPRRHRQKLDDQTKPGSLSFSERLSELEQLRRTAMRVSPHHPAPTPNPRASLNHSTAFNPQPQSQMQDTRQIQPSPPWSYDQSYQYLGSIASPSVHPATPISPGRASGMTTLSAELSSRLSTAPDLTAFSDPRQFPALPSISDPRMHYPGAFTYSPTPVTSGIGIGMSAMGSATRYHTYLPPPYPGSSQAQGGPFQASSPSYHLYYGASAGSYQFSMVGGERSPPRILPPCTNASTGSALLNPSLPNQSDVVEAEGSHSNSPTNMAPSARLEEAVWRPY
# Target sequence (Q13951 whole entry, looked up): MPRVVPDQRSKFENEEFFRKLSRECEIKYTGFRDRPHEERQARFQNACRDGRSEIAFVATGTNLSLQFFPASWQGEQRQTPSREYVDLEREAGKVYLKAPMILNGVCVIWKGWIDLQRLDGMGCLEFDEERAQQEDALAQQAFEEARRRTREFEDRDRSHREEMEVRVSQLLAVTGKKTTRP
#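 AlphaScreen proximity signal reports loss of binding between His-tagged CBF-beta and biotin-labelled RUNX1, each at 30 nM. Proteins are pre-associated for 20 minutes, compounds added for 15 minutes, then beads for 90 minutes, all at ambient temperature.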
# Numbers without * were called inactive; ? = inconclusive; . = not tested or not shown; [ ] = dose if it differs, or a comment. Unless noted, calls follow the shape of the dose curve; as a rule, active = well fitted curve in the direction sought with a large enough effect; inconclusive = small, poorly fitted or top-dose-only effect, or another doubt; inactive = no such curve, though single readings can be large; an effect the other way counts as inactive or inconclusive.
Compound	KinaseGlo FLuc	IMPase Li cell	HTT aggregate	HTT ATP protect	SMN2 splice enh	CBFb RUNX1 block	LMNA splice mod
O=C(Nc1cccc(S(=O)(=O)N2CCCC2)c1)c1cc(-c2ccccn2)nc2ccccc12	3%	16%	-19%	-15%[10 µM]	8%	-11%	?
Cc1nc(Br)c(Br)c(C)c1Br	.	.	-3%[9.22 µM]	3%[10 µM]	.	8%	.
O=C(c1cncc(Br)c1)N1CCc2ccccc2C1	-2%	23%[38.3 µM]	10µM*	14%[10 µM]	-15%	-3%	5%
O=c1cc(-c2ccccc2)nc(SCCOc2ccccc2Cl)[nH]1	8%	13%	-11%[9.22 µM]	-2%[10 µM]	-3%	-1%	-5%[46 µM]
Cn1c2c(c(=O)n(C)c1=O)CN(CCc1ccccc1)CN2	-4%	-9%	-33%	5%[10 µM]	16%	14%	0%
O=C(Nc1nccs1)C1CCN(S(=O)(=O)c2cnc[nH]2)CC1	2%	31%[38.3 µM]	2%	6%	?	3%	5%
CCc1c(C(=O)NNC(=S)NC2CCCCC2)csc1C	1%	-5%	-28%	26%[10 µM]	1.6µM*	2%	?
COc1ccc(N(Cc2cc3cccc(C)c3[nH]c2=O)S(C)(=O)=O)cc1	-4%	11%[38.3 µM]	4%	20%[10 µM]	4%	14%	-6%
COc1cc(S(=O)(=O)N2CCOCC2)ccc1N	1%	1%	4%[9.22 µM]	-25%[10 µM]	5%	-1%	.
Cc1noc(C)c1-c1nccc(NCc2cccs2)n1	.	26%	.	-64%[inhibitor]	.	.	?
O=C(O)CCN1C(=O)S/C(=C\c2cccnc2)C1=O	.	.	4%[9.22 µM]	-12%[10 µM]	.	-1%	.
C/C(=N\OC(=O)c1c(-c2c(F)cccc2Cl)noc1C)c1nccs1	5%	24%	-14%	-11%	.	6%	.
Cc1ccc(CN2CCN(C(=O)CCN3C(=O)c4ccccc4C3=O)CC2)cc1	-12%	-7%[38.3 µM]	15%	2%	-4%	-1%	6%
Clc1ccc(OCc2nn3c(-c4ccco4)nnc3s2)c(Cl)c1	-3%	12%[38.3 µM]	-5%	-22%[0.074 µM]	-6%	3%	-8%
CCOC(=O)C1CCCN(Cc2c(C(=O)N3CCCCC3)nc3c(C)cccn23)C1 (centres undefined)	.	0%	22%[9.22 µM]	0%[10 µM]	.	6%	.
CCOc1cccc(NC(=O)Cn2nc(-c3ccc4c(c3)OCCO4)ccc2=O)c1	-3%	2%	-32%	-5%[10 µM]	-4%	5%	-9%
Cc1ccc(O)c(-c2cc(C(=O)NCc3ccccc3)[nH]n2)c1	1%	-3%	13%	.	4%	4%	0%
O=C(Nc1ccc(F)cc1)OCCOc1ccc(Br)cc1	.	.	-5%[9.22 µM]	11%[10 µM]	.	14%	.
O=C(/C=C/c1cccs1)c1cc(Br)ccc1OC(=O)N1CCOCC1	1%	8%	?	.	-50%[inhibitor]	-7%	?
Cc1ccc(C2=NN(C3=NN=C(N)Cc4ncnn43)C(O)(C(F)(F)F)C2)cc1 (centres undefined)	-5%	-2%	6%[9.22 µM]	12%[10 µM]	0%	0%	.
O=C1OC2(c3ccccc3)C3CCCC2C13	0%	19%[38.3 µM]	-31%	-20%	-14%	14%	0%
CC(C(=O)NC1=NCCS1)(C(F)(F)F)C(F)(F)F	-2%	17%[38.3 µM]	3%	-6%[0.074 µM]	-4%	7%	-1%
COC(=O)Nc1nnc(COc2ccccc2)s1	.	.	-4%[9.22 µM]	-1%[10 µM]	.	6%	.
COc1ccc(C2=CC(=O)OC3(CCCCC3)O2)cc1	6%	18%[38.3 µM]	4%	-12%[0.074 µM]	-4%	5%	2%
Cn1c(=O)c2c(nc(N3CCCCC3)n2C)n(C)c1=O	-2%	18%[38.3 µM]	-17%	-4%[10 µM]	-10%	-1%	-4%
CCN(CC)C(=O)CN1C(=O)c2cccc3cccc(c23)C1=O	-1%	-3%	-11%	-10%	13%	9%	-2%[46 µM]
CC(C)(C)NCCCCOc1ccccc1F	-5%	21%[38.3 µM]	3%	-1%	.	-2%	-3%
N/C(COc1cc(Cl)cc(Cl)c1)=N\O	.	.	-16%[9.22 µM]	0%[10 µM]	.	2%	.
Cc1ccc(NC2c3ncccc3C(=O)N2C2CCCCC2)cc1 (centres undefined)	-2%	-4%[38.3 µM]	-2%	-13%	-11%	-3%	-4%
O=C(Nc1ccc(OC(F)F)c(Cl)c1)C(c1ccccc1)c1ccccc1	3%	27%	?	-12%[10 µM]	8%	13%	?
Cc1ccc(SCc2ccc(C(=O)Nc3ccccc3C(=O)NC(C)C)cc2)cc1	.	.	-17%	11%[10 µM]	.	4%	-14%
Cc1ccc(S(=O)(=O)c2nc(-c3ccc(F)cc3)oc2SCC(=O)NCC2CCCO2)cc1 (centres undefined)	-1%	?	-2%	-4%[10 µM]	1%	-6%	3%
CC(=O)NCCOC(=O)Nc1sc(=S)n(C)c1C	10%	7%	5%	18%[1.9 µM]	-24%	9%	-1%
O=C(Oc1ccc(-c2cnc3ccccc3n2)cc1)c1ccc(Cl)c([N+](=O)[O-])c1	-1%	8%	-3%	-19%[10 µM]	?	12%	-13%
O=[N+]([O-])c1ccccc1CNC1CCCCCC1	0%	13%	-8%[9.22 µM]	18%[10 µM]	.	4%	-1%[46 µM]
CCOC(=O)C(=Nc1ccccc1)NO	2%	0%	-4%	26%[10 µM]	-3%	2%	-5%
OCC#CCSc1nnc(-c2ccccc2Br)o1	-1%	-4%[38.3 µM]	9%	7%[10 µM]	5%	3%	8%
CCOc1ccc(S(=O)(=O)NCCSCc2ccco2)cc1	-3%	30%[activator][38.3 µM]	-6%	4%	39%	1%	-16%
COc1cccc(/C=N/NC(=O)c2nc(-c3ccccc3)cc(-c3ccccc3)n2)c1O	-1%	16%	?	-69%[inhibitor][10 µM]	-72%[inhibitor]	8%	?
N/C(=N\OC(=O)CCC(=O)O)c1ncc(C(F)(F)F)cc1Cl	1%	1%	0%	-28%	-4%	-18%	18%[46 µM]
CCc1ccc(-c2csc3ncn(CC)c(=O)c23)cc1	-2%	7%	-6%[9.22 µM]	0%[10 µM]	-11%	4%	5%[46 µM]
CC(C)n1c(CNC(=O)c2ccccc2)nc2ccccc21	-2%	14%[38.3 µM]	-29%	10%[1.9 µM]	-20%	6%	7%
CO/C(N)=C(\C#N)N=Cc1ccccc1Cl	-7%	-8%	-12%	-47%[inhibitor]	5%	9%	.
Cc1nc(-c2cccc(S(=O)(=O)N3CCCC(C)C3)c2)cs1 (centres undefined)	0%	0%[38.3 µM]	-25%	-3%	2%	8%	-2%
CN(C)c1ccc(NC(=O)C2CCCN(S(=O)(=O)c3ccccc3)C2)cc1 (centres undefined)	2%	5%	17%	-32%[inhibitor]	-9%	-18%	?
CC(C)CNC(=O)COC(=O)Cc1ccc(Cl)cc1	4%	-3%	3%	-7%	3%	6%	6%[46 µM]
COC(=O)c1ccc(S(=O)(=O)N2CCCCCC2)cc1	-5%	3%[38.3 µM]	-9%	0%[10 µM]	-4%	4%	-2%
C=CCN1C(=O)C(O)=C(C(C)=O)C1c1ccccc1F (centres undefined)	2%	2%[38.3 µM]	-2%[9.22 µM]	1%	2%	-1%	-2%
CC(C)(C)OC(=O)N1CCC[C@H]1c1nnc(SCc2ccc(Cl)cc2Cl)o1	1%	6%[38.3 µM]	?	-10%	-11%	11%	?
CCOC(=O)c1sc(NC(=O)CCC(=O)O)nc1C	1%	3%	-17%[9.22 µM]	?	-6%	3%	.
Cc1ccc(Cl)c2c1NC(=O)C2(O)CC(=O)c1ccc(Br)cc1 (centres undefined)	1%	21%[38.3 µM]	?	2%	0%	-5%	10%
CCC(C)c1ccc(NC(=S)Nc2ccc(OC)c(OC)c2)cc1 (centres undefined)	1%	13%	-5%	15%[10 µM]	-22%	1%	?
CCN1C(=O)/C(=C\N(C)C)c2ccccc21	-3%	5%	28%	3%[10 µM]	2%	3%	-7%
CCC1CCCCN1C(=O)CCn1ccnc1 (centres undefined)	1%	14%	-14%	-3%	-2%	7%	.
COc1ccc(-c2c([C@H]3[C@@H]4C=CCC[C@@]4(C)C(=O)N3Cc3ccccc3)ccc3ccccc23)cc1OC	.	.	-7%[9.22 µM]	-12%[10 µM]	.	-2%	.
O=[N+]([O-])c1ccc(N=NNc2ccccc2)cc1	-1%	1%	-5%	-39%[inhibitor]	16µM*	-24%	.
O=C(NCc1ccc2c(c1)OCO2)c1cc([N+](=O)[O-])ccc1N1CCCCC1	.	.	-25%	-21%[10 µM]	.	-18%	-18%
C=CCNC(=O)CSCc1ccc(Br)cc1	0%	3%	31%	13%	-2%	-1%	15%[46 µM]
N#Cc1ccccc1CSc1nc(O)cc(=O)[nH]1	2%	-1%[38.3 µM]	14%	8%	-18%	5%	-2%
Cc1ccccc1Cn1cnc2c(cnn2C(C)(C)C)c1=O	4%	-1%[38.3 µM]	2%	-14%	-15%	5%	-8%

# 2 entries from above, as labelled records.
CC(C)n1c(CNC(=O)c2ccccc2)nc2ccccc21
  KinaseGlo FLuc: -2%	IMPase Li cell: 14%[38.3 µM]	HTT aggregate: -29%	HTT ATP protect: 10%[1.9 µM]	SMN2 splice enh: -20%	CBFb RUNX1 block: 6%	LMNA splice mod: 7%

CO/C(N)=C(\C#N)N=Cc1ccccc1Cl
  KinaseGlo FLuc: -7%	IMPase Li cell: -8%	HTT aggregate: -12%	HTT ATP protect: -47%[inhibitor]	SMN2 splice enh: 5%	CBFb RUNX1 block: 9%	LMNA splice mod: .

# (more compounds)
Compound	KinaseGlo FLuc	IMPase Li cell	HTT aggregate	HTT ATP protect	SMN2 splice enh	CBFb RUNX1 block	LMNA splice mod
O=C1C(=O)N(CCN2CCOCC2)C(c2ccccn2)/C1=C(/O)c1ccc(F)cc1 (centres undefined)	1%	5%[38.3 µM]	-9%	-9%	1%	-9%	?
COc1cccc(C(=O)N(Cc2cc3cc(C)ccc3[nH]c2=O)C(C)C)c1	-2%	16%[38.3 µM]	29%	6%[0.074 µM]	-25%	2%	1%
Nc1cc2c(cc1[N+](=O)[O-])OCO2	.	0%	8%[9.22 µM]	-11%[10 µM]	.	?	.
O=C(NCc1ccccc1F)c1cccs1	-1%	-3%[38.3 µM]	-1%	4%[0.074 µM]	6%	4%	5%
COc1cc(S(=O)(=O)N2CCCC3(CCCCC3)C2)ccc1-n1cnnn1	-1%	2%[38.3 µM]	-14%	-2%	-6%	11%	6%
CC(C)CCOc1cccc(OCC(=O)O)c1	1%	1%	-3%	-14%	-14%	2%	.

# Compound activity (PubChem BioAssay)
